# Screens (PubChem)
# All columns: NCI-60 one-dose screen, growth in % after 48 h at 10 µM unless noted; 100 = growth as untreated, 0 = no growth, -100 = all killed.
# HL-60(TB): HL-60(TB) leukemia cells. AID 1794776. 78,000 compounds, 9% hits; active = growth percent below 10
# * hit, by the source's call; & = joins results of further samples. Only part of the results is shown; rates above refer to the full screens.
> COc1cc(-c2nn(-c3cccc(NC(=O)Nc4ccc(Cl)c(Cl)c4)c3)cc2-c2ccncc2)ccc1Cl
  HL-60(TB) = -18*
> Cn1ncc2cc(CN3CCC(OCc4cccc(C(F)(F)F)c4)CC3)ccc21
  HL-60(TB) = 76
> CCN(CC)CCOc1cccc2c1C(=O)c1ccccc1C2=O
  HL-60(TB) = 93
> NC1=C(Cl)C(=O)C(N)=C(Cl)C1=O
  HL-60(TB) = 111
> CSc1nc2c(=O)[nH]cnc2s1
  HL-60(TB) = 108
> COc1ccc2cc(C(C)C(=O)Nc3ccc(S(=O)(=O)Nc4ncccn4)cc3)ccc2c1 (stereo not drawn)
  HL-60(TB) = 123
> CCOc1ccc(N=Cc2ccccc2O)cc1
  HL-60(TB) = 95&100
> Cc1nc2ccccc2n1C(=O)/C=C/c1ccccc1
  HL-60(TB) = 99
> O=C(O)c1cn(C2CC2)c2cc(N3CCN(Cc4n[nH]c(=S)o4)CC3)c(F)cc2c1=O
  HL-60(TB) = 90
> CN(C)C(=O)Oc1cccc([N+](C)(C)C)c1
  HL-60(TB) = 91
> Nc1ccc(S(=O)(=O)Nc2ncc(O)cn2)cc1
  HL-60(TB) = 103
> O=C1CCCN1c1nc(-c2ccccc2)cs1
  HL-60(TB) = 100
> CN(C)CCOc1ccc(CN)cc1
  HL-60(TB) = 101
> CCCCn1c(=O)[nH]c(N)c([C@@H]2c3c([nH]c(=O)n(CCCC)c3=O)Oc3ccc4ccccc4c32)c1=O
  HL-60(TB) = 13
> O=C1CC(C(=O)O)C2(CCCCC2)O1 (stereo not drawn)
  HL-60(TB) = 104

# Three entries out of the list, arranged by molar mass, low to high.
> O=C1CC(C(=O)O)C2(CCCCC2)O1 (stereo not drawn)
  HL-60(TB) = 104
> CN(C)C(=O)Oc1cccc([N+](C)(C)C)c1
  HL-60(TB) = 91
> CCN(CC)CCOc1cccc2c1C(=O)c1ccccc1C2=O
  HL-60(TB) = 93

# (more compounds)
> Oc1ccc(/C=N/Nc2nc3ccccc3s2)c(O)c1
  HL-60(TB) = 0.9*
> NC(=O)/N=C(\CCc1nc2ccccc2[nH]1)c1nc2ccccc2[nH]1
  HL-60(TB) = 112
> Cc1cc(C(N)=O)c2ccccc2n1
  HL-60(TB) = 104
> CCOC(=O)c1cnnn1-c1cc(=O)n(CC)c2ccccc12
  HL-60(TB) = 112
> CSc1ccc([N+](=O)[O-])cc1
  HL-60(TB) = 92
> COc1ccc(/C=N\O)cc1OC
  HL-60(TB) = 103
> O=C(NNC(=O)N1c2ccccc2C=Cc2ccccc21)c1ccc2ccccc2c1
  HL-60(TB) = 90
> CCOC(=O)c1c(C)oc2ncnc(N3CCN(CC(=O)Nc4ccc(Cl)cc4)CC3)c12
  HL-60(TB) = 101
> CCN(CC)c1nc(N(CC)CC)c2[nH]cnc2n1
  HL-60(TB) = 115
> Cc1ccc(-c2ncc(S(=O)(=O)c3ccccc3)o2)cc1
  HL-60(TB) = 100
> O=C(N/N=C/c1ccc(Sc2ncccn2)o1)c1cccc(F)c1
  HL-60(TB) = 101
> CC(=O)OCC1OC(OC2C(COC(C)=O)OC(OCCC[S-])C(OC(C)=O)C2OC(C)=O)C(OC(C)=O)C(OC(C)=O)C1OC(C)=O.[Au+].c1ccc(CN2[CH-]N(Cc3ccccc3)C(c3ccccc3)=C2c2ccccc2)cc1 (stereo not drawn)
  HL-60(TB) = 14
> COc1ccc(C2CC(c3ccc(OC)c(OC)c3)=NN2C(=O)c2cc(OC)c(OC)c(OC)c2)c(OC)c1 (stereo not drawn)
  HL-60(TB) = 84
> CNC(=O)c1cc(Oc2ccc3nc(NC(=O)NCCCO)sc3c2)ccn1
  HL-60(TB) = 104
> COc1cccc(-c2nc3sccn3c2-c2ccnc(NCCCNS(=O)(=O)c3ccccc3)c2)c1
  HL-60(TB) = -12*

# Of the compounds above, 3 contain an aryl thioether with sulfur outside any ring:
> CSc1nc2c(=O)[nH]cnc2s1
  HL-60(TB) = 108
> CSc1ccc([N+](=O)[O-])cc1
  HL-60(TB) = 92
> O=C(N/N=C/c1ccc(Sc2ncccn2)o1)c1cccc(F)c1
  HL-60(TB) = 101

# Further records
> COc1cc2oc(-c3cccc(C(=O)N[C@@H](CC(C)C)C(=O)O)c3)cc(=O)c2c(OC)c1OC
  HL-60(TB) = 107
> CSc1ccccc1C#C/C=C\C#Cc1ccccc1N1CCCC1=O
  HL-60(TB) = -33*
> CCCC(=O)OCC1OC(n2cc(C)c(=O)[nH]c2=O)CC1OC(=O)CCC (stereo not drawn)
  HL-60(TB) = 52
> Cc1ccc(N2CCN(CC(O)COc3ccc(Cl)cc3)CC2)cc1 (stereo not drawn)
  HL-60(TB) = 100
> O=Cc1ccc(Cl)c(Cl)c1
  HL-60(TB) = 106
> O=C1/C(=C/c2cc(Cl)cc(Cl)c2)Cc2c(F)ccc(Br)c21
  HL-60(TB) = 101
> CCN(CC)CCNC(=O)c1ccc(N)cc1
  HL-60(TB) = 106
> O=C(CN1CCCC1=O)NCc1cc(Cl)cc(Cl)c1O
  HL-60(TB) = 113
> NC(=O)C1(N2CCCC2)CCN(Cc2ccccc2)CC1
  HL-60(TB) = 97
> CC12Cc3cnoc3C=C1CCC1C2CCC2(C)C1CCC2(C)O (stereo not drawn)
  HL-60(TB) = 69
> COc1ccc(-c2cn[nH]c2-c2cc(OC)c(OC)c(OC)c2)cc1OCc1ccccc1
  HL-60(TB) = 20
> c1ccc2c(CCN3CCCCC3)c[nH]c2c1
  HL-60(TB) = 65
> CC(=O)N/N=C(/C)c1cccs1
  HL-60(TB) = 97
> COc1ccc(-c2nnc(SC/C(=N/O)c3ccccc3)n2-c2ccccc2)cc1
  HL-60(TB) = 96
> COc1ccc(/C(C)=N/N=C2C(=O)N(Cc3ccccc3)c3ccc(Br)cc32)cc1S(N)(=O)=O
  HL-60(TB) = 69

> C#CCOC(=O)[C@]12CC[C@@H](C(=C)C)[C@@H]1[C@H]1CC[C@@H]3[C@@]4(C)Cc5c([nH]c6ccccc56)C(C)(C)[C@@H]4CC[C@@]3(C)[C@]1(C)CC2
  HL-60(TB) = 106
> CCOC(=O)[C@@]12CCCC=C1N1c3cc(Cl)ccc3-c3ccnn3[C@@H]1CC2
  HL-60(TB) = 83
> O=S(=O)(O)c1c(O)ccc2ccccc12
  HL-60(TB) = 87&103
> Cc1ccc(C)c(O)c1
  HL-60(TB) = 102
> NS(=O)(=O)c1ccc(NCCC(=O)c2ccccc2)cc1
  HL-60(TB) = 99
> N#CC(C(=O)c1ccccc1)c1ccccc1 (stereo not drawn)
  HL-60(TB) = 80
> COC(=O)CC(C(=O)C=[N+]=[N-])N1C(=O)c2ccccc2C1=O (stereo not drawn)
  HL-60(TB) = 148
> COc1cc([C@H]2OC[C@H]3[C@@H]2CO[C@@H]3c2cc(OC)c(O)c(OC)c2)cc(OC)c1O
  HL-60(TB) = 104
> CC/C(=C(/Br)Cn1cnc2c(Cl)ncnc21)c1ccccc1
  HL-60(TB) = 103
> COc1ccc(/C=N/NCc2nc3ccccc3c(=O)[nH]2)cc1
  HL-60(TB) = 97
> CS(=O)(=O)Nc1ccc(C(=O)NC(C(=O)NO)c2ccc(-c3cc(F)c(F)c(F)c3)cc2)cc1 (stereo not drawn)
  HL-60(TB) = 78
> COCOc1cc2oc(C(=O)N[C@@H](Cc3ccccc3)C(O)C(=O)NCCc3ccc(OC)cc3)c(C)c(=O)c2cc1OCOC (stereo partly drawn)
  HL-60(TB) = 103
> CCC(=O)OCC(=O)[C@@]1(OC(=O)CC)[C@H](C)CC2C3C([C@@H](O)C[C@@]21C)[C@@]1(C)C=CC(=O)C=C1C[C@H]3Cl (stereo partly drawn)
  HL-60(TB) = 114
> O=C1Nc2ccccc2C12OCCS2 (stereo not drawn)
  HL-60(TB) = 97
> CC(=O)C(Cc1ccc(Cl)cc1)c1ccccc1 (stereo not drawn)
  HL-60(TB) = 113

# Fetched by compound from above, 6 records:
> CC/C(=C(/Br)Cn1cnc2c(Cl)ncnc21)c1ccccc1
  HL-60(TB) = 103
> CCOC(=O)[C@@]12CCCC=C1N1c3cc(Cl)ccc3-c3ccnn3[C@@H]1CC2
  HL-60(TB) = 83
> CS(=O)(=O)Nc1ccc(C(=O)NC(C(=O)NO)c2ccc(-c3cc(F)c(F)c(F)c3)cc2)cc1 (stereo not drawn)
  HL-60(TB) = 78
> O=C1Nc2ccccc2C12OCCS2 (stereo not drawn)
  HL-60(TB) = 97
> COCOc1cc2oc(C(=O)N[C@@H](Cc3ccccc3)C(O)C(=O)NCCc3ccc(OC)cc3)c(C)c(=O)c2cc1OCOC (stereo partly drawn)
  HL-60(TB) = 103
> NS(=O)(=O)c1ccc(NCCC(=O)c2ccccc2)cc1
  HL-60(TB) = 99

# The list goes on.
> CN1CCC2(CC1)c1ccccc1-c1ccccc12
  HL-60(TB) = 93
> O=C1NC(=O)/C(=C/C=C/c2ccccc2)S1
  HL-60(TB) = -29*
> COC(=O)c1cc(=O)nc(N/N=C/c2ccc(OC)cc2)s1
  HL-60(TB) = 100
> CNC(=O)Oc1ccc(C(=O)OC)cc1
  HL-60(TB) = 101
> NN1C=C(CCl)Nn2c1nc1c(cnn1-c1ccccc1)c2=O
  HL-60(TB) = 102
> CCCCCCCCNc1ncnc2[nH]ncc12
  HL-60(TB) = 60
> CCCNc1ccc(C2=NCCCN2)cc1
  HL-60(TB) = 95
> COc1ccc(/C=N\NC(=O)c2cc(-c3ccc(Br)cc3)n(-c3ccc(OC)cc3)n2)cc1
  HL-60(TB) = 96
> CC(C)CNC(=S)N/N=C/c1ccc(N(C)C)cc1
  HL-60(TB) = 76
> COc1ccc(C2C3=C(CC(C)(C)CC3=O)N(Cc3ccc(C(=O)O)cc3)C3=C2C(=O)CC(C)(C)C3)cc1
  HL-60(TB) = 124
> CCCCN1CCc2ccccc2C1
  HL-60(TB) = 97
> C/C=C/CSC(C)(C)C(=O)NC
  HL-60(TB) = 99
> Cc1ccc(C(=O)NC2CCCCC2)cc1
  HL-60(TB) = 110
> C/C(=C\c1ccccc1)[N+](=O)[O-]
  HL-60(TB) = 100
> O=C(Nc1ncc(Cc2ccccc2Cl)s1)C(=S)N1CCOCC1
  HL-60(TB) = 97

> CCCN(CCC)CC(C)(C)C=O
  HL-60(TB) = 114
> COc1ccc2c(c1)CCc1cc(C#N)c(=O)[nH]c1-2
  HL-60(TB) = 98
> CCOC(=O)c1c2ncccc2n2c(=O)n(-c3ccccc3)nnc12
  HL-60(TB) = 93
> N#Cc1ccc(/C=N/N=C(N)N)cc1
  HL-60(TB) = 69
> CCCCCN(CCCC)Cc1ccccc1
  HL-60(TB) = 99
> CC(=O)N[C@@H](CCC(N)=O)C(=O)O
  HL-60(TB) = 107
> COc1ccc(N=c2nc3sc4c(C)ccc(C)c4n3c(N)c2C#N)cc1
  HL-60(TB) = 101
> CCN(CC)CCN1C(=O)c2cccc3c(C#CCN4C(=O)c5cccc6cccc(c56)C4=O)ccc(c23)C1=O
  HL-60(TB) = 102
> Nc1nc2ncc(CCNc3ccc(C(=O)O)cc3)nc2c(=O)[nH]1
  HL-60(TB) = 58
> O=C1C(c2ccccc2)=C(c2ccccc2)c2ccccc21
  HL-60(TB) = 59
> COc1ccc(C2CC(c3ccccc3)=Nc3ccccc3S2)cc1OC (stereo not drawn)
  HL-60(TB) = 94
> COc1ccc2[nH]cc(-c3nc(N)nnc3-c3cn(C)c4ncc(Br)cc34)c2c1
  HL-60(TB) = -45*
> COc1cc(/C=C2\Oc3cc(OCCN4CCC(Cc5ccccc5)CC4)ccc3C2=O)cc(OC)c1
  HL-60(TB) = 99
> O=C(c1ccccc1)C(Br)C(Br)C(=O)c1ccccc1 (stereo not drawn)
  HL-60(TB) = 85
> O=C(O)Cc1ccc2c(c1)Cc1cccnc1O2
  HL-60(TB) = 103

> NC(=O)c1ccc(Oc2ccc(C(N)=O)cc2)cc1
  HL-60(TB) = 86
> COc1cc2c3c(c1OCC1CC1)-c1cc4c(cc1CC3OCC2)OCO4 (stereo not drawn)
  HL-60(TB) = 56
> O=C(O)C(c1ccccc1)S(=O)(=O)O (stereo not drawn)
  HL-60(TB) = 113
> Cc1ccc(-c2nc(/C=N/Nc3cc(C)nc4ccc(Cl)cc34)c(C)o2)cc1
  HL-60(TB) = -20*
> COc1c2ccoc2cc2oc(-c3ccccc3)cc(=O)c12
  HL-60(TB) = 90
> CC(C)Cc1ccc(C(C)C(=O)NCc2ccc(Cn3c(=O)sn(-c4ccc(C#N)cc4)c3=O)cc2)cc1 (stereo not drawn)
  HL-60(TB) = 71
> Cc1ccc(C2=Nn3c(C)nnc3SC2)cc1
  HL-60(TB) = 109
> CCCCN1C(=O)c2c(/C=C/C(=O)OCC)ccc3c(OC)cc(/C=C/C(=O)OCC)c(c23)C1=O
  HL-60(TB) = 69
> C/C(=N/NC(N)=S)c1ccc(Nc2nc(SCC(C)C)nc(-c3ccccc3)c2C#N)cc1
  HL-60(TB) = 101
> Cc1ccc(-c2csc(NC(=O)CCCCl)n2)cc1
  HL-60(TB) = 109
> COc1cc(C2CC(c3ccc4c(c3)OCO4)=NN2C=O)ccc1OCc1cc(OC)c(OC)c(OC)c1 (stereo not drawn)
  HL-60(TB) = 92
> CC[n+]1c2ccc(C)cc2nc2c3ccccc3c(N)cc21
  HL-60(TB) = 103
> CCOc1ccccc1C(=O)N(CC)CC
  HL-60(TB) = 96
> CCN(CC)CCN1C(=O)c2c(c3c4cccnc4[nH]c3c3ccc4ccccc4c23)C1=O
  HL-60(TB) = 56
